DT40 TDP1 no CPT – qHTS for Inhibitors of human tyrosyl-DNA phosphodiesterase 1 (TDP1): qHTS in cells in absence of CPT | AID 686978, 2013 | Potency, µM (doses to about 46.2 µM), without a hit: at the top dose activity change, negative = growth inhibition, usual class: inhibitors | 420,000 compounds, 15% hits | DT40 Tdp1-/- hTDP1 cells, no CPT, ATP luminescence, 48 h; note: nearly all actives have a fitted effect of over 55% in size
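Chicken DT40 Tdp1-/- cells complemented with human TDP1, screened without camptothecin (DMSO vehicle only), 400 cells/well. Compounds pin-transferred, cells incubated at 37 °C for at least 48 hr. Growth read as ATP-dependent luminescence (CellTiter-Glo, 30 min at RT).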
KAT2A inh – blocks human GCN5L2 histone acetyltransferase | Q92830 | Potency, µM (titrated, usually from 58.9 µM), for the others: top-dose activity change, negative = inhibition, most hits filed as inhibitors | 390,000 compounds, 0.21% hits | GCN5L2 HAT assay, ThioGlo1 CoA-SH fluorescence | AID 504327
Target sequence (Q92830 whole entry, looked up): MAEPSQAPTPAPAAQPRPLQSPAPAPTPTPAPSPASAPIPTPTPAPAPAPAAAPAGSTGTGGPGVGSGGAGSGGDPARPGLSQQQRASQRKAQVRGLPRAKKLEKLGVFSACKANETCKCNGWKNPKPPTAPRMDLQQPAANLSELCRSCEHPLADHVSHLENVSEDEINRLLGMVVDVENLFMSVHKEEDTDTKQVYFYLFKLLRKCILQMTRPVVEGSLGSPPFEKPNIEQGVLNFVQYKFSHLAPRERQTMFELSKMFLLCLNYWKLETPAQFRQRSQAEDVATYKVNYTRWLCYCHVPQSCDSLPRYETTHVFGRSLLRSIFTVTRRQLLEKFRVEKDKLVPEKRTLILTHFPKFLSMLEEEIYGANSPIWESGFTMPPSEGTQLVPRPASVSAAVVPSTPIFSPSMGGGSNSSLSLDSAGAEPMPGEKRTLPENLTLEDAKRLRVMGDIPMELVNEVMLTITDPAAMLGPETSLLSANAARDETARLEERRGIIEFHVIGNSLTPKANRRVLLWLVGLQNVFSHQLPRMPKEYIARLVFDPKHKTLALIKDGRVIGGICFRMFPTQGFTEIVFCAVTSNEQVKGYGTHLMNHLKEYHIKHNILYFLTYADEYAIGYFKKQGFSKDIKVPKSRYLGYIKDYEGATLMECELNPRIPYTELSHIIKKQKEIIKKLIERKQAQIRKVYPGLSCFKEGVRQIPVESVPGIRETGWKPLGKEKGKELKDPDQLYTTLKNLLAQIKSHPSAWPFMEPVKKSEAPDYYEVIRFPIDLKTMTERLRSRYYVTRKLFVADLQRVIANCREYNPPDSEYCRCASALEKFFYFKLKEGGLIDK
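Titration-based screen in which CoA formation is detected via maleimide probe ThioGlo1 (50uM) turning fluorescent on thiol reaction; substrates H3(1-25) 75uM and acetyl-CoA 70uM, GCN5L2 20nM, 20 min incubation at room temperature.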
DT40 TDP1 CPT – growth inhibition of DT40 Tdp1-/-;hTDP1 cells with camptothecin (screen for TDP1 inhibitors). chicken DT40 Tdp1-/-;hTDP1 cells + 20 nM CPT, ATP luminescence, 48 h. Potency, µM (series often up to 46.2 µM), inactives show top-dose activity change, negative = growth inhibition, hits mostly inhibitors. 420,000 compounds, 12% hits. AID 686979; note: nearly all actives have a fitted effect of over 55% in size
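Cell growth measured by CellTiter-Glo luminescence after a minimum 48 h, 37 C compound exposure with 20 nM CPT in Tdp1-knockout DT40 cells stably expressing hTDP1, seeded 400/well; qHTS titration format.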
Numbers without * were called inactive; ? = inconclusive; . = not tested or not shown; [ ] = remark or other dose. Calls come from the whole dose curve; as a rule, active = well fitted curve in the direction sought with a large enough effect; inconclusive = small, poorly fitted or top-dose-only effect, or another doubt; inactive = no such curve, though single readings can be large; an effect the other way counts as inactive or inconclusive. % is set by controls: 0 for no effect and ±100 for the full control effect; potency is the fitted concentration of half-maximal effect. Not all compounds are listed; the hit share may differ from the screen's.

mol,DT40 TDP1 no CPT,KAT2A inh,DT40 TDP1 CPT
Cc1ccn(CC(=O)NC2CCCN(Cc3ccccc3F)C2)n1 (centres undefined),-1%,.,7%
O=C(O)/C=C/C(=O)NCc1cn(-c2ccccc2)nc1-c1cccc(Br)c1,-2%,-6%,2%
Cc1csc(NC(=O)Cc2ccc(Br)cc2)n1,-6%,-2%,8%
CCCOc1ccc(-c2nc[nH]c2[N+](=O)[O-])cc1,-4%,-7%,-8%
CC(C)=CC(=O)OCC(=O)Nc1ncc(Cl)c(C)c1Cl,9%,-6%,12%
CC(C)CC(NC(=O)C(NC(=O)C(Cc1ccc(OCc2ccccc2)cc1)NC(=O)OC(C)(C)C)C(C)C)C(N)=O (centres undefined),16µM*,-3%,?
CC(C)Nc1nc(NC(C)(C)C)nc(Oc2ccc(=O)n(C)n2)n1,3%,-5%,-16%
COc1ccc(C(c2sc3nc(C)nn3c2O)N2CC(C)OC(C)C2)cc1OC (centres undefined),11%,-3%,16%
COc1cc(-c2cc(-c3nnco3)c3ccccc3n2)cc(OC)c1OC,7.3µM*,-23%,?
COc1ccccc1NC(=O)C(C)OC(=O)C1COc2ccccc2O1 (centres undefined),2%,3%,-7%
CC(C)(C)NC(=O)c1nn2c(C(F)(F)F)cc(-c3ccccc3)nc2c1Br,?,-2%,-3%
Cc1ccccc1-c1cc2nc(NCc3ccc4occc4c3)n(C)c(=O)c2s1,?,.,18µM*
CCOc1cccc2sc(N(CCN(C)C)C(=O)CCS(=O)(=O)c3ccccc3)nc12,-4%,.,?
CCOc1cccc(C(=O)N/N=C/c2ccoc2)c1,7%,-1%,-8%
O=C(CSC1=Nc2ccccc2C2CC=NN12)Nc1ccc2c(c1)OCO2 (centres undefined),23µM*,-5%,7.3µM*
CCc1ccc(NC(=O)C(=O)NCC2CCCN2S(=O)(=O)c2cccs2)cc1 (centres undefined),15µM*,-6%,18µM*
CC(C)CCNC(=O)C1CCCN(S(=O)(=O)c2ccc3c(c2)CC(C)N3C(=O)C2CC2)C1 (centres undefined),-27%,-6%,?
COc1ccccc1N(CC(=O)NCc1ccc(F)cc1)C(=O)CCC(=O)Nc1ccccn1,?,-4%,0%
CCOc1ccccc1NC(=O)CCN1CCN(S(=O)(=O)c2ccc(OC)cc2)CC1,-19%,-18%,-3%
CN(CCCC(=O)N1CCCC(C(N)=O)C1)S(=O)(=O)c1ccc(F)cc1 (centres undefined),-3%,-1%,-8%
COc1cc(C(=O)N[C@H](C(=O)OCC(=O)NC2CCCCCC2)C(C)C)cc(OC)c1OC,2%,1%,?
CC(=O)c1c(C)[nH]c(C(=O)NCc2ccc(Cl)cc2)c1C,-28%,.,-24%
Cc1cc(C)cc(OC(=O)c2cc(-c3ccc(Cl)cc3)on2)c1,-19%,-6%,-16%
Cc1cccc(NC(=S)N(C)C2CCCCC2)c1,?,0%,?
Cc1cc(C)c(C(N)=O)c(Nc2ccc(F)cc2)n1,-22%,-2%,5%
CC1CCN(C(=O)COC(=O)c2ccccc2NC(=O)c2ccco2)CC1,?,-9%,-23%
CCOC(=O)Cn1nnnc1C(CC)N(Cc1cc2ccc(C)cc2[nH]c1=O)C1CCCC1 (centres undefined),?,0%,1%
CCc1cc(=O)oc2cc(OCC(=O)NCCN3CCOCC3)c(Cl)cc12,2%,4%,-20%
CC(C)OCCCNc1ncnc2c1[nH]c1ccc(F)cc12,2.9µM*,?,2.9µM*
COc1ccc(C2N(c3ccccn3)C(=O)C3CCCN32)c(OC)c1 (centres undefined),-5%,32%[activator],7%
Cc1sc2nc(CSc3ncn[nH]3)[nH]c(=O)c2c1C,?,-1%,?
CC(C)Cc1nc(S(=O)(=O)c2ccc(Cl)cc2)c(N2CCOCC2)o1,2%,-2%,5%
O=C(Nc1ccc(C(=O)O)cc1)/C(=C\c1ccco1)NC(=O)c1ccccc1,-21%,2%,17%
CCOC(=O)c1cc2c(=O)n3ccccc3nc2n(CCCOC)c1=NC(=O)c1c(-c2c(F)cccc2Cl)noc1C,?,-8%,-37%
COc1ccc(CNC(=O)C2CCCC2)cc1,-24%,.,-7%
O=C(O)c1ccc(/C=N/Nc2ccc(S(=O)(=O)N3CCCC3)cc2[N+](=O)[O-])cc1,-19%,2%,-14%
O=C(CC1SC(=NCc2ccccc2)NC1=O)Nc1ccccc1 (centres undefined),12%,-6%,15%
CN(C)S(=O)(=O)n1ccnc1,0%,-1%,-3%
CC(=O)c1ccc(OCC(O)CN2CCN(c3ccc(F)cc3)CC2)cc1 (centres undefined),23µM*,0%,?
O=C(CCc1ccccc1)Nc1cc(C(F)(F)F)ccc1Cl,-8%,-2%,9%
O=C(CN1Cc2ccccc2OC(c2ccccc2)C1)N1CCCCC1c1cccnc1 (centres undefined),?,.,-1%[9.04 µM]
CCOC(=O)N1CCC(NC(=O)c2ccc(CS(=O)(=O)c3ccccc3C)o2)CC1,-23%,-3%,-21%
COc1ccccc1CN1CCCC(n2cc(C(=O)N3CCCCC3)nn2)C1 (centres undefined),-8%,.,6%[9.04 µM]
COc1ccc(/C=N\NC(=O)c2ccccc2Br)cc1COc1ccc(F)cc1,18µM*,-2%,?
Cc1nc(C(=O)NCCC(C)C)sc1C1(C)CC(c2cccc([N+](=O)[O-])c2)=NO1 (centres undefined),?,7%,?
Cc1cc(C(=O)NNC(=O)c2cccc([N+](=O)[O-])c2)n[nH]1,11%,-1%,2%
CSc1ccccc1NC(=O)Nc1cccc(Cl)c1C,?,-3%,-14%
N#Cc1ccc(C(=O)NCc2ccc3c(c2)CCN3C(=O)c2ccc(F)cc2)cc1,23µM*,0%,?
O=C(CSc1nnc(-c2ccc(Br)o2)n1Cc1ccccc1)c1ccccc1F,?,?,-25%
Cc1cccc(NC(=O)CN(CC2CCCO2)C(=O)c2oc3ccccc3c2C)c1C (centres undefined),?,-15%,29µM*

Continued.
mol,DT40 TDP1 no CPT,KAT2A inh,DT40 TDP1 CPT
COCCNc1nc2cc(-c3ccccc3)sc2c(=O)n1C,?,.,?
CCOc1ccc(-c2nc(CNC(=O)NC3CCCCC3)c(C)o2)cc1,6%,-3%,-10%
CCOC(=O)CSc1nnc(-c2ccco2)n1-c1ccccc1,0%,1%,-22%
O=C(NCCc1nnc2ccc(NCCCN3CCOCC3)nn12)c1ccccc1F,2%,-4%,1%
Cc1ccc(NC(=O)c2ccc(CSc3nnc(-c4ccncc4)n3C)cc2)cc1,-21%,-9%,-19%
CCCCC(=O)Nc1ccnc(-c2cccnc2)n1,-20%,0%,?
CCn1cc(C(=O)NC(=S)Nc2ccccc2Br)cn1,-17%,-2%,?
CCOC(=O)C1(C)CCCN(C(=O)c2ccc(OC)cc2OC)C1 (centres undefined),4%,.,6%
Cc1c(OC(C)C(=O)O)ccc2c3c(c(=O)oc12)CCCC3 (centres undefined),33%[activator],-3%,-7%
CCN(CC)C(=O)C1CCCN(C(=O)c2oc3ccc(C)cc3c2C)C1 (centres undefined),?,-28%,?

Four structures already listed, arranged by formula weight, smallest number first.
mol,DT40 TDP1 no CPT,KAT2A inh,DT40 TDP1 CPT
CCOC(=O)CSc1nnc(-c2ccco2)n1-c1ccccc1,0%,1%,-22%
CCn1cc(C(=O)NC(=S)Nc2ccccc2Br)cn1,-17%,-2%,?
CCOc1ccc(-c2nc(CNC(=O)NC3CCCCC3)c(C)o2)cc1,6%,-3%,-10%
O=C(NCCc1nnc2ccc(NCCCN3CCOCC3)nn12)c1ccccc1F,2%,-4%,1%

Back to the main list, starting 2 compounds before the break.
mol,DT40 TDP1 no CPT,KAT2A inh,DT40 TDP1 CPT
Cc1c(OC(C)C(=O)O)ccc2c3c(c(=O)oc12)CCCC3 (centres undefined),33%[activator],-3%,-7%
CCN(CC)C(=O)C1CCCN(C(=O)c2oc3ccc(C)cc3c2C)C1 (centres undefined),?,-28%,?
CCN(CC)C(=O)c1cc2c(=O)c3cc(F)ccc3oc2nc1C,-5%,-3%,-3%
COC(=O)c1sccc1NC(=O)c1ccc(C)s1,-29%,-4%,-6%
CCOC(=O)C1(C)CCN1C(=O)c1cc(F)cc(F)c1 (centres undefined),-4%,.,-4%
CCc1ccc(S(=O)(=O)Nc2cccc(-c3ccc(N4CCC(C)CC4)nn3)c2)s1,?,0%,?
CC1CC(C)CN(c2nc(NCc3ccco3)nc(N)c2[N+](=O)[O-])C1 (centres undefined),15µM*,-16%,16µM*
CCOCCCNC(=O)c1ccc(/C=C2\Oc3ccccc3N(C)C2=O)cc1,-21%,19%,?
Cn1cc(CC(=O)NCCCN2CCOCC2)c2ccccc21,6%,-4%,4%
COc1ccc(OC)c(-c2nnc(-c3ccc(C)o3)o2)c1,?,-25%,?
O=C(NCCc1ccccc1)[C@@H]1CC=C[C@@H]2CCN(C3CC3)C(=O)[C@@H]21,4%,.,-7%
Cc1nc(C)c(C(=O)Nc2ccccc2-c2ccccc2)o1,-14%,-14%,-27%
CCOC(=O)[C@]12CCC=C1N(Cc1ccc3c(c1)OCO3)C(=O)[C@H](CC(=O)NCC1CCCCC1)C2,?,.,?
O=C(Nc1c(C(=O)Nc2ccc(F)cc2)oc2ccccc12)c1ccccc1F,21µM*,1%,?
Cc1ccc2cc(CCNC(=O)CC(C)(C)C)c(=O)[nH]c2c1C,-13%,-6%,-20%
O=C(NCCNc1ccc(Cl)cc1[N+](=O)[O-])c1ccccc1F,21µM*,-23%,-18%
Cc1ccc(NC(=O)C(=O)NCCc2csc3nc(-c4ccccc4C)nn23)cc1Cl,9%,-5%,-6%
O=C(Cn1c(=O)oc2cc(S(=O)(=O)N3CCCC3)ccc21)NCc1ccccn1,-26%,-2%,1%
Cc1ccc(CSc2nnc(-c3ccccc3N)c(=O)[nH]2)cc1,?,?,-16%
O=c1[nH]nc(SCc2cc(Cl)ccc2Cl)c(=O)[nH]1,-9%,-3%,?
CC(C)C1Nc2ccc(C(=O)N3CCN(c4ccccn4)CC3)cc2NC1=O (centres undefined),1%,-7%,?
CCn1cc(S(=O)(=O)CC(=O)Nc2cc(C)on2)c2ccccc21,?,-2%,-26%

7 compounds from above, showing only DT40 TDP1 CPT and KAT2A inh:
| mol | DT40 TDP1 CPT | KAT2A inh |
| --- | --- | --- |
| O=C(Cn1c(=O)oc2cc(S(=O)(=O)N3CCCC3)ccc21)NCc1ccccn1 | 1% | -2% |
| CCn1cc(S(=O)(=O)CC(=O)Nc2cc(C)on2)c2ccccc21 | -26% | -2% |
| CC(C)C1Nc2ccc(C(=O)N3CCN(c4ccccn4)CC3)cc2NC1=O (centres undefined) | ? | -7% |
| O=C(NCCNc1ccc(Cl)cc1[N+](=O)[O-])c1ccccc1F | -18% | -23% |
| O=c1[nH]nc(SCc2cc(Cl)ccc2Cl)c(=O)[nH]1 | ? | -3% |
| Cc1ccc(CSc2nnc(-c3ccccc3N)c(=O)[nH]2)cc1 | -16% | ? |
| Cc1ccc(NC(=O)C(=O)NCCc2csc3nc(-c4ccccc4C)nn23)cc1Cl | -6% | -5% |

(cont.)
mol,DT40 TDP1 no CPT,KAT2A inh,DT40 TDP1 CPT
Cc1ccc(-n2c(=O)c3c(c4cc(C)ccc4n3C)n(CC(=O)Nc3ccc(F)cc3)c2=O)cc1,?,-1%,?
CCCCNC(=O)c1ccccc1SCc1c(C)noc1C,-19%,0%,?
CCCCc1c(-c2ccc(OC)cc2)ncn1CCc1ccccc1OC,23µM*,.,21µM*
c1cc2c(cc1CN1CCOCC1)OCO2,18%,-4%,0%
O=C(N/N=C/c1ccc(Br)cc1)c1cc[n+]([O-])cc1,-4%,-5%,3%
COc1ccccc1NC(=O)Nc1nnc([C@H]2C[C@H](O)[C@@H](CO)O2)s1,-3%,.,-26%
O=C1CC(c2cccc(O)c2)c2cc3c(cc2N1)OCO3 (centres undefined),-13%,-6%,-1%
CCCCNC(=O)CSc1nc2cc3c(cc2c(=O)n1Cc1ccco1)OCO3,16µM*,2%,18µM*
NC(=O)c1ccc(C(F)(F)F)cn1,1%,2%,-7%
CC(=O)N1CCN(C(=O)c2ccc(-c3cccc(C(F)(F)F)c3)o2)CC1,?,-6%,?
Cn1ccsc1=NC(=O)c1ccc(S(C)(=O)=O)c([N+](=O)[O-])c1,4.6µM*,?,4.6µM*
CC(C)CNC(=O)NC(=O)CSc1nc2ccccc2n1CC(C)C,23µM*,-3%,?
CCCc1nn2cc(-c3ccc(C)c(C)c3)nc2s1,?,-6%,?
CN1CCN(Cc2nc3c(c(=O)[nH]c(=O)n3C)n2CCc2ccccc2)CC1,-9%,-1%,-9%
